TAG inh – triacylglycerol accumulation inhibition; H9c2 cells, Nile Red lipid (TAG) fluorescence; cells loaded with 200 µM oleic acid; inhibition, % at 12.5 µM; actives 0.66% (n = 230,000);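 active = pattern-corrected inhibition of lipid staining of at least 50% with the nuclear-stain viability signal not falling by more than 50%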;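 also: 0% = DMSO wells and 100% = triacsin C control wells; some results filed as inactive read as strong as hits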
TAG inh DAPI viability – further read-out of TAG inh, marked with its call; DAPI nuclei signal change (viability), lower = more cytotoxic, %;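 whole-well DAPI fluorescence read on a plate reader as a viability signal; minus 50 percent equals half of cells still viable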
Numbers without * were called inactive. Only part of the results is shown, so the mix of outcomes need not match the whole.

Start of the listing, in advance:
SMILES	TAG inh	TAG inh DAPI viability
O=C(NN1CCOCC1)NC12CC3CC(CC(C3)C1)C2	-5.3	8.8
O=C(c1cc(-c2ccncc2)nc2ccc(Cl)cc12)N1CCN(C(=O)C2CCCO2)CC1 (stereo not given)	5.7	4.2
Cc1cc(F)cc(-c2cc(C(=O)NCc3ccccc3)[nH]n2)c1	-1.3	-1.1
CCCC(=O)N1CCCC1(C)C(=O)Nc1cc(OC)c(OC)c(OC)c1 (stereo not given)	-4.2	-3.0
CCN(CC(=O)Nc1ccc(NC(C)=O)cc1)C(=O)C1CCCN(C(=O)c2ccc(Cl)cc2)C1 (stereo not given)	-4.6	-1.7
COc1ccccc1CNC(=O)CN1CCC(NC(=O)c2ccccc2F)CC1	-7.0	-8.8
CCOC(=O)c1ccc(NC(=O)CSc2nc(N3CCOCC3)nc(N3CCOCC3)n2)cc1	39.2	2.9
COc1ccc(NC(=O)COC(=O)CCNS(=O)(=O)c2ccccc2)cc1OC	-2.6	-2.9
N#C/C(=C\c1ccc(-c2ccccc2[N+](=O)[O-])o1)C(=O)N1CCOCC1	11.8	-1.0
COc1cc2c(cc1OC)C1(C)N(CC2)C(C(C)=O)=NN1c1ccc(Cl)cc1 (stereo not given)	0.8	7.2
CCn1cc([N+](=O)[O-])c(C(=O)N2CCCc3ccccc32)n1	-1.9	-6.8
CCOC(=O)c1c(NC(=S)NCc2ccccc2)sc2c1CCN(C(=O)OCC)C2	-5.2	-2.9
O=C(Cn1cnc([N+](=O)[O-])n1)N/N=C/c1cc(Cl)ccc1O	-3.7	-7.8
Cc1cc(C)c(OCC(=O)Nc2nc(-c3ccccn3)cs2)c(C)c1	2.1	-13.9
OCC1OC(n2cnc3c(=S)nc[nH]c32)CC1O (stereo not given)	2.0	-9.9
COC(=O)[C@@]12CCCCN1[C@H](c1ccc(-c3ccccc3)c(OC)c1)[C@H]1C(=O)N(C)C(=O)[C@H]12	3.3	3.9
CC(C)C(=O)Nc1ccc(NC(=O)c2ccccn2)cn1	8.9	-7.5
COc1cccc(OC)c1-c1nn(-c2ncc(C(F)(F)F)cc2Cl)c(=O)o1	2.0	3.7
CC(C)N(N=Nc1ccc([N+](=O)[O-])cc1)C(C)C	-5.0	8.0
O=[N+]([O-])c1ccc2c(c1Nc1ccccc1Cl)=NC1(CCCCC1)N=2	-5.3	0.0
c1ccc(Cc2noc(CN3CCC(CN4CCOCC4)CC3)n2)cc1	5.2	-11.3
Cc1ccc(S(=O)(=O)N2CCCN(C(=O)c3ccc(-n4cccn4)cc3)CC2)cc1	-3.7	-2.8
Cc1nc(S/C(=C\c2ccc(-c3ccc(C(=O)O)c(Cl)c3)o2)C(=O)O)n[nH]1	5.1	-1.2

Results, from the first entry:
SMILES	TAG inh	TAG inh DAPI viability
O=C(NN1CCOCC1)NC12CC3CC(CC(C3)C1)C2	-5.3	8.8
O=C(c1cc(-c2ccncc2)nc2ccc(Cl)cc12)N1CCN(C(=O)C2CCCO2)CC1 (stereo not given)	5.7	4.2
Cc1cc(F)cc(-c2cc(C(=O)NCc3ccccc3)[nH]n2)c1	-1.3	-1.1
CCCC(=O)N1CCCC1(C)C(=O)Nc1cc(OC)c(OC)c(OC)c1 (stereo not given)	-4.2	-3.0
CCN(CC(=O)Nc1ccc(NC(C)=O)cc1)C(=O)C1CCCN(C(=O)c2ccc(Cl)cc2)C1 (stereo not given)	-4.6	-1.7
COc1ccccc1CNC(=O)CN1CCC(NC(=O)c2ccccc2F)CC1	-7.0	-8.8
CCOC(=O)c1ccc(NC(=O)CSc2nc(N3CCOCC3)nc(N3CCOCC3)n2)cc1	39.2	2.9
COc1ccc(NC(=O)COC(=O)CCNS(=O)(=O)c2ccccc2)cc1OC	-2.6	-2.9
N#C/C(=C\c1ccc(-c2ccccc2[N+](=O)[O-])o1)C(=O)N1CCOCC1	11.8	-1.0
COc1cc2c(cc1OC)C1(C)N(CC2)C(C(C)=O)=NN1c1ccc(Cl)cc1 (stereo not given)	0.8	7.2
CCn1cc([N+](=O)[O-])c(C(=O)N2CCCc3ccccc32)n1	-1.9	-6.8
CCOC(=O)c1c(NC(=S)NCc2ccccc2)sc2c1CCN(C(=O)OCC)C2	-5.2	-2.9
O=C(Cn1cnc([N+](=O)[O-])n1)N/N=C/c1cc(Cl)ccc1O	-3.7	-7.8
Cc1cc(C)c(OCC(=O)Nc2nc(-c3ccccn3)cs2)c(C)c1	2.1	-13.9
OCC1OC(n2cnc3c(=S)nc[nH]c32)CC1O (stereo not given)	2.0	-9.9
COC(=O)[C@@]12CCCCN1[C@H](c1ccc(-c3ccccc3)c(OC)c1)[C@H]1C(=O)N(C)C(=O)[C@H]12	3.3	3.9
CC(C)C(=O)Nc1ccc(NC(=O)c2ccccn2)cn1	8.9	-7.5
COc1cccc(OC)c1-c1nn(-c2ncc(C(F)(F)F)cc2Cl)c(=O)o1	2.0	3.7
CC(C)N(N=Nc1ccc([N+](=O)[O-])cc1)C(C)C	-5.0	8.0
O=[N+]([O-])c1ccc2c(c1Nc1ccccc1Cl)=NC1(CCCCC1)N=2	-5.3	0.0
c1ccc(Cc2noc(CN3CCC(CN4CCOCC4)CC3)n2)cc1	5.2	-11.3
Cc1ccc(S(=O)(=O)N2CCCN(C(=O)c3ccc(-n4cccn4)cc3)CC2)cc1	-3.7	-2.8
Cc1nc(S/C(=C\c2ccc(-c3ccc(C(=O)O)c(Cl)c3)o2)C(=O)O)n[nH]1	5.1	-1.2
Cc1cc(C)cc(N(CC(=O)NCCSc2ccccn2)S(=O)(=O)c2ccccc2)c1	-21.9	1.1
COc1ccccc1CN(C)C(=O)COC(=O)c1cc(C)oc1C	-8.2	1.7
More entries follow:
SMILES	TAG inh	TAG inh DAPI viability
COc1ccc(CN2CCCC(CO)(Cc3ccc(F)cc3F)C2)cc1 (stereo not given)	-12.4	-7.9
COc1ccccc1C(=O)Oc1ccc(C(C)(C)C)cc1	-9.6	-6.7
COc1cc(OC)cc(C(=O)Nc2cccnc2)c1	2.0	-2.8
Cc1ccc(C)c(S(=O)(=O)Nc2ccc(O)cc2)c1	5.9	3.3
Cc1ccc(-n2ncc(C#N)c2/N=C/N2CCN(C)CC2)cc1	15.0	0.7
COc1ccc(CCN(C(=O)Cn2nnc3ccccc32)C(C(=O)NCC2CCCO2)c2ccncc2)cc1OC (stereo not given)	-1.8	0.4
CCC(=O)N1CCc2cc(S(=O)(=O)NCCC(=O)NC3CCCc4ccccc43)ccc21 (stereo not given)	-28.7	-2.0
O=C(COC(=O)C1=NN(c2ccccc2)C(=O)CC1)Nc1nc(-c2ccc(F)cc2)cs1	2.2	-7.1
Cc1cccc(NC(=O)CNC(=O)c2ccc3nc[nH]c3c2)c1C	3.2	3.4
CN(C(=O)c1ccc2c(c1)OCCO2)c1c(N)n(Cc2ccccc2)c(=O)[nH]c1=O	8.2	0.6
CC(=O)N(C)c1ccc(NC(=O)N2CCOCC2)cc1	8.8	-10.0
CN(C(=O)COC(=O)c1ccc(S(=O)(=O)N2CCOCC2)cc1)C1CCCCC1	-3.0	-7.3
O=C(NCCCN1CCCC1=O)C(=O)NCC1OCCN1S(=O)(=O)c1ccc(Br)cc1 (stereo not given)	-2.1	-10.1
COc1ccc(NC(=O)C2CCCN(c3nn4c(=O)cc(C)nc4s3)C2)cc1 (stereo not given)	2.9	4.3
COc1ccc2c(C)cc(=O)sc2c1	-4.8	3.1
CC12CCC(C(=O)N(c3nccs3)C1=O)C2(C)C (stereo not given)	5.3	1.5
Cc1ccc(NC(=O)COC(=O)Cn2cnc3c2c(=O)n(C)c(=O)n3C)c(Cl)c1	3.9	-7.7
CCOC(=O)c1c(NC(=O)CSc2nnc(-c3c[nH]c4ccccc34)n2CCOC)sc2c1CCCC2	15.9	-22.1
CN1CCc2c(sc(NC(=O)C3CCCN3S(=O)(=O)c3ccc(Cl)s3)c2C(N)=O)C1 (stereo not given)	-27.0	6.0
COc1ccc(Nc2ccnc3ccccc23)cc1	3.7	2.2
C[C@@H](N)C(=O)NC[C@H]1O[C@@H](n2cnc3c(N)ncnc32)[C@H](O)[C@@H]1O	-4.5	2.0
Cc1cc(C)c2c(c1)CC(C)(C)CC2=O	8.2	-0.5
CCOC(=O)c1cccc(NS(=O)(=O)c2cnc[nH]2)c1	6.8	-1.2
COc1ccccc1OCc1cc(C(=O)N(C)CCC2CCCCO2)no1 (stereo not given)	3.7	7.0
CCC1=NN=C(c2ccc(F)cc2)C(c2c[nH]c3ccccc23)N1O (stereo not given)	11.9	-15.7
Other records follow.
SMILES	TAG inh	TAG inh DAPI viability
O=C(CCC(=O)Nc1ccc(Cl)cc1Cl)NNC(=O)Nc1ccccc1	-0.9	-1.5
CCOc1cc(/C=C/C(=O)O)ccc1OCc1ccccc1	18.9	-9.6
CC(=O)N(c1ccccc1C)c1ccccc1C	-3.8	5.0
COc1ccc(S(=O)(=O)N2CCOCC2)cc1NC(=O)COC(=O)C1CCC1	11.9	6.5
CCC(C)N=Cc1c(Nc2ccccc2)nc2c(C)cccn2c1=O (stereo not given)	17.0	-8.8
Cc1ccc2nc(-c3ccncc3)cc(C(=O)Nc3ccncc3)c2c1	35.3	-0.5
CCN(CC)C(=O)CSc1nnc2cc(C)c3ccccc3n12	5.4	-13.7
Cc1cccc(C(=O)NCc2nnc3c4ccccc4c(-c4ccccc4)nn23)c1	5.8	21.6
Cc1ccc(S(=O)(=O)c2cnc(-c3ccccc3)nc2N2CCCCC2)cc1	-42.8	3.1
C=CCn1c(SCC(=O)Nc2sc3c(c2C#N)CCC3)nnc1C1COc2ccccc2O1 (stereo not given)	-5.3	0.3
CCOC(=O)c1ccc(NC(=O)[C@@H](NC(N)=O)C(C)C)cc1	7.0	4.6
CCOC(=O)N1CCN(C(=O)Nc2ccc(Cl)cc2Cl)CC1	0.8	-3.5
CC(=O)NC1C(=O)N=C(SC(C)C(=O)Nc2cccc(Cl)c2)NC1=O (stereo not given)	-9.1	5.6
CN1CCN(S(=O)(=O)c2cccc(C(=O)NC3CCCC3)c2)CC1	7.4	7.0
CCN(CC(=O)Nc1c(F)cccc1F)C(=O)C1CCCO1 (stereo not given)	-4.2	-0.7
Cc1ccc2nc(SCCCCOc3ccccc3)[nH]c2c1	-1.3	-3.0
O=C(COc1ccc(Cl)cc1Cl)NN1C(=O)C2C3C=CC([C@@H]2C1=O)C31CC1 (stereo not given in full)	-2.2	5.0
CCOC(=O)C1=C(C)NC(C)=C(C(=O)OCC)C1c1cccc(C)n1	-5.1	-1.3
Cc1nn(C)c(C)c1NS(=O)(=O)c1cccc(Br)c1	-10.6	2.0
C[C@@]12C(=O)Nc3ccc(F)cc3C(=O)N1[C@H]1c3ccccc3OC[C@@H]1[C@@H]2c1ccccc1	14.8	1.7
O=C1CCCC(=NNC(=O)c2cc3ccccc3cc2O)C1	0.1	8.5
O=C(COC(=O)c1c[nH]c(=O)[nH]c1=O)Nc1ccccc1F	4.4	-3.4
COCCNC(=O)C1(C)CCN(C(=O)c2ccc(SC(F)(F)F)cc2)C1 (stereo not given)	-0.6	8.3
COc1c(S(=O)(=O)NCCCn2ccnc2)ccc(Cl)c1Cl	-0.1	-2.8
COc1ccc(OC)c(-n2c(=S)[nH]c3cc(C(=O)N(C)Cc4ccccc4)ccc3c2=O)c1	0.4	0.2
(list continues)
SMILES	TAG inh	TAG inh DAPI viability
COc1ccc(C(=O)NCCNc2ccccc2[N+](=O)[O-])cc1	-6.4	-4.0
COc1ccc(-c2nn(-c3ccccc3)cc2C(=O)N(C)CC(=O)Nc2cccc(F)c2)cc1	-5.1	5.6
COc1ccc(Cn2c(SCC#N)nc3ccc(N4CCOCC4)cc3c2=O)cc1	-10.3	3.9
Cc1ccc(N2CCN(S(=O)(=O)c3nnc(NC(=O)c4ccco4)s3)CC2)cc1	5.4	8.1
CC1(Cc2ccc(C(F)(F)F)o2)C(=O)Nc2cc(-c3ccc(F)cc3F)ccc21 (stereo not given)	0.4	-6.7
O=C(Cc1ccc(Cl)cc1)NNC(=O)Nc1cccc2ccccc12	-153.2	2.8
CC(C)(C)C(=O)Nc1ccc(C(=O)NCc2cccnc2)cc1	1.5	2.0
Cn1c(SCc2ccc(F)cc2Cl)nc2ccccc2c1=O	-49.7	-3.1
O=C(Nc1ccc(NC(=O)C2CC2)nc1)c1cccs1	20.6	-15.9
CCOC(=O)C1CCCN(c2c(Nc3ccc(OCC)cc3)c(=O)c2=O)C1 (stereo not given)	-2.2	5.2
O=C(CSc1nc(-c2ccccc2Cl)ns1)NCc1ccco1	0.1	-9.7
COc1cc(NC(=O)CCc2c(C)nc3nc(C)nn3c2C)cc(OC)c1	-13.1	-4.3
O=C(Cc1cccs1)N(CC1CCCO1)C1(C(=O)NC2CCCC2)CCCCC1 (stereo not given)	12.9	-17.9
CN(C)CCOCCOc1ccc(Cl)cc1C(C)(C)C	10.2	9.4
COc1ccc(S(=O)(=O)N2CCC(C(=O)NC(c3nc4ccccc4[nH]3)C(C)C)CC2)cc1 (stereo not given)	11.0	1.7
Cc1ccc2cc(CN(Cc3ccco3)C(=O)NCc3ccccc3)c(=O)[nH]c2c1C	-9.6	4.3
CCn1nc(C)cc1C(=O)Sc1cccc(Br)c1	10.0	5.4
Cc1ccccc1CC1(CO)CCCN(C(=O)c2ccoc2)C1 (stereo not given)	-31.4	21.9
CNC(=S)N/N=C(\C)c1cccc(C(F)(F)F)c1	13.7	5.6
Cc1ccc(NC(=O)c2cc(C)n(-c3ccccc3)c2C)cc1	-4.9	1.1

Screening results as filed in PubChem.
